# Bioassay records: PubChem, National Center for Advancing Translational Sciences (NCATS)
# DT40 TDP1 no CPT: qHTS for Inhibitors of human tyrosyl-DNA phosphodiesterase 1 (TDP1): qHTS in cells in absence of CPT. DT40 Tdp1-/- hTDP1 cells, no CPT, ATP luminescence, 48 h. 420,000 tested, 15% active. Potency, µM (titrated, usually from 46.2 µM), for the others: at the highest dose activity change, negative = growth inhibition, most hits filed as inhibitors; further: nearly all actives have a fitted effect of over 55% in size
#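 Chicken DT40 Tdp1-/- cells stably complemented with human TDP1 were seeded at 400 cells/well with DMSO in place of 20 nM camptothecin. After compound pinning, cells grew at least 48 hr at 37 °C; viability read by CellTiter-Glo luminescence.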
# TDP1 cell CPT: qHTS for Inhibitors of human tyrosyl-DNA phosphodiesterase 1 (TDP1): qHTS in cells in presence of CPT | chicken DT40 Tdp1-/-;hTDP1 cells + 20 nM CPT, ATP luminescence, 48 h | Potency, µM (series often up to 46.2 µM), for the others: top-dose activity change, negative = growth inhibition, most hits filed as inhibitors | 420,000 tested, 12% active | AID 686979, 2013; further: nearly all actives have a fitted effect of over 55% in size
#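 Chicken DT40 Tdp1-/- cells stably complemented with human TDP1 were seeded at 400 cells/well in medium containing 20 nM camptothecin, exposed to pin-transferred compounds, and grown at 37 °C for at least 48 hr. Viability was read as ATP luminescence.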
# KAT2A inh: qHTS Assay for Inhibitors of GCN5L2 | AID 504327, 2011 | Potency, µM (highest dose often 58.9 µM), without a hit: at the top dose activity change, negative = inhibition, hits mostly inhibitors | Histone acetyltransferase KAT2A (Homo sapiens), Q92830 | GCN5L2 HAT assay, ThioGlo1 CoA-SH fluorescence | 390,000 tested, 0.21% active
# Target sequence (Q92830 whole entry, looked up): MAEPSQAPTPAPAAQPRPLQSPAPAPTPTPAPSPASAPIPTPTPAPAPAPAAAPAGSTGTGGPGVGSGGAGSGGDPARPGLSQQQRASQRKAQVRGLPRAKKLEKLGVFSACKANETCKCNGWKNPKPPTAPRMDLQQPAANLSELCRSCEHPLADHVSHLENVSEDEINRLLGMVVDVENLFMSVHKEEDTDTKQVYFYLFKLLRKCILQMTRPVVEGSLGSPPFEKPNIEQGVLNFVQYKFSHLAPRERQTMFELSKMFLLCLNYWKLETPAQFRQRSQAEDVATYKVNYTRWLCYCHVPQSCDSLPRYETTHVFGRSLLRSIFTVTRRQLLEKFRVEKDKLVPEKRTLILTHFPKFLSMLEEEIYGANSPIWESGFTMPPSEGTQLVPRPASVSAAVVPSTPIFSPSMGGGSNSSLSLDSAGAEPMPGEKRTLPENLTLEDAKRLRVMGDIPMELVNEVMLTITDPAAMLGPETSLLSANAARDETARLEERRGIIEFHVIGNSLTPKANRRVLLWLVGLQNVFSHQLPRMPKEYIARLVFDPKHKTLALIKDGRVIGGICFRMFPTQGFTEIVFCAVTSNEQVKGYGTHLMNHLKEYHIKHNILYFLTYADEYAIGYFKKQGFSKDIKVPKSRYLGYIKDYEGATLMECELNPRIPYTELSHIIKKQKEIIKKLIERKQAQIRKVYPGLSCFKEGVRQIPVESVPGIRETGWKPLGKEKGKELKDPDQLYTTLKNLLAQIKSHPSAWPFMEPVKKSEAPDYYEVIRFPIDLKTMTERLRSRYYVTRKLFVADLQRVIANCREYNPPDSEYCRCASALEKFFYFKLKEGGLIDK
#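 Free CoA generated was detected with ThioGlo1 (50uM) fluorescence at Ex340nm/Em540nm, read immediately and after 20 min at room temperature. Enzyme, 20 nM in HEPES pH 7.5 buffer, saw compounds 15 min before adding 75uM H3(1-25) peptide and 70uM acetyl-CoA.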
# * hit, by the source's call; ? = inconclusive; . = not tested or not shown; & = joins results of further samples; [ ] = dose if it differs, or a comment. The call rests on the fitted dose curve; in most records, active means well fitted curve in the direction sought with a large enough effect; inconclusive means small, poorly fitted or top-dose-only effect, or another doubt; inactive means no such curve, though single readings can be large; an effect the other way counts as inactive or inconclusive. On the % scale 0 is the no-effect control and ±100 the full control effect; potency means the concentration at half of the fitted maximal effect. This is a subset; count on the stated rates, not on these rows.
SMILES,DT40 TDP1 no CPT,TDP1 cell CPT,KAT2A inh
Cc1c(Cc2ccccc2)c(=O)oc2c(C)c(OCc3nn[nH]n3)ccc12,0%,-2%,2%
CC(CN(C)Cc1ccccc1)OC(=O)C1COc2ccccc2O1 (centres undefined),-13%,-20%,-3%
O=C(CSc1n[nH]c(-c2ccccc2Br)n1)NC(=O)NCc1ccco1,6%,0%,-2%
CC(Nc1nc(-c2ccc(F)cc2)cs1)c1nc2cc(C(F)(F)F)ccc2n1CCCO (centres undefined),16µM*,?,.
Cn1c2ccccc2c2nnc(SCC(=O)Nc3ccccc3F)nc21,?,?,-6%
COc1ccc(C(C)NC(=O)Cc2ccc(Br)cc2)cc1 (centres undefined),?,?,-6%
O=S1(=O)CCOC[C@H](c2ccccc2)N1Cc1ccc(F)cc1,11µM*,?,.
CC(=O)Nc1ccc(NC(=S)Nc2ccccc2)cc1,-1%,4%,-7%
O=C1/C(=C\c2cccnc2)Sc2ccccc21,21µM*,?,-3%
CC(C)c1ccc(NC(=O)CCNS(=O)(=O)c2cccc3nonc23)cc1,?,-11%,-1%
Cc1ccc(OCC(=O)NC(=S)Nc2ccc(Br)cn2)cc1,-8%,8%,-3%
Cc1ccccc1Cn1c(CN2CCN(c3cc(Cl)ccc3C)CC2)nc2c1c(=O)[nH]c(=O)n2C,13µM*,?,-2%
COc1ccc(CCN(Cc2cc3ccc(C)cc3[nH]c2=O)C(C)=O)cc1OC,-28%,?,-4%
CN(CCCN1CCCCC1)C(=O)CCc1nnc(C2CCCCC2)o1,0%,4%,0%
COc1ccc(C)cc1NC(=O)N1CCCn2nc(C)cc21,-28%,?,-23%
COc1ccc(C(=O)Nn2c(C)nc3ccccc3c2=O)cc1Br,-28%,-13%,-10%
CCn1cc(C(=O)O)c(=O)c2cc(F)c(N3CCN(C(=S)NC(=O)c4cc(OC)cc(OC)c4)CC3)cc21,?,?,-8%
O=C(CN(Cc1ccccc1F)C(=O)c1csnn1)NCc1ccc2c(c1)OCO2,-24%,2%,-8%
CCOc1ccc(-n2c(Cc3cc(=O)[nH]c(=O)[nH]3)nnc2SC(C)C)cc1,1%,4%,-4%
COc1ccc(Cn2c(CCC(=O)Nc3ccccc3)nc3cccnc32)cc1,-22%,3%,-4%
CC(=O)c1sc(NC(=O)C2CC(=O)N(Cc3ccccc3)C2)nc1-c1ccccc1 (centres undefined),-7%,-16%,-7%
CSc1nc(-c2ccccc2)nn1C(=O)c1ccc(C)cc1,?,?,-5%
CCOC(=O)CCC(=O)NCc1ccc2[nH]c(C)cc2c1,-5%,2%,-2%
CC(NC(=O)COC(=O)C1CC2CCCC(C1)C2=O)c1ccccc1 (centres undefined),9%,1%,-2%
O=S(=O)(Nc1nnc(-c2ccccc2)s1)c1ccc(Cl)cc1,16µM*,?,.
Nc1ncc(S(=O)(=O)c2ccc([N+](=O)[O-])cc2)s1,?,?,.
COCCCN(Cc1ccco1)C(=O)CSc1nc2ncccc2[nH]1,0%,3%,0%
COc1ccc(-c2cn(-c3ccccc3)c3[n+]2CCS3)cc1,2.3µM*,2.3µM*,-6%&-2%
Cc1ccc(-n2c(C)cc(/C=N/NC(=O)c3ccc(CN4CCOCC4)cc3)c2C)cc1,?,?,2%
Cc1ccc([C@H]2C[C@@H](n3cc(COC(=O)c4ccccc4)nn3)[C@H](O)CN2C(=O)c2cccs2)cc1,?,-18%,.

# Some of the entries so far, as tab-separated lines:
SMILES	DT40 TDP1 no CPT	TDP1 cell CPT	KAT2A inh
Cc1c(Cc2ccccc2)c(=O)oc2c(C)c(OCc3nn[nH]n3)ccc12	0%	-2%	2%
CCOc1ccc(-n2c(Cc3cc(=O)[nH]c(=O)[nH]3)nnc2SC(C)C)cc1	1%	4%	-4%
O=C1/C(=C\c2cccnc2)Sc2ccccc21	21µM*	?	-3%
CC(=O)c1sc(NC(=O)C2CC(=O)N(Cc3ccccc3)C2)nc1-c1ccccc1 (centres undefined)	-7%	-16%	-7%
COc1ccc(C)cc1NC(=O)N1CCCn2nc(C)cc21	-28%	?	-23%
CC(C)c1ccc(NC(=O)CCNS(=O)(=O)c2cccc3nonc23)cc1	?	-11%	-1%
Cc1ccc([C@H]2C[C@@H](n3cc(COC(=O)c4ccccc4)nn3)[C@H](O)CN2C(=O)c2cccs2)cc1	?	-18%	.

# Three compounds out of the list, sorted by molar mass, descending.
SMILES,DT40 TDP1 no CPT,TDP1 cell CPT,KAT2A inh
CC(=O)c1sc(NC(=O)C2CC(=O)N(Cc3ccccc3)C2)nc1-c1ccccc1 (centres undefined),-7%,-16%,-7%
O=S(=O)(Nc1nnc(-c2ccccc2)s1)c1ccc(Cl)cc1,16µM*,?,.
CC(NC(=O)COC(=O)C1CC2CCCC(C1)C2=O)c1ccccc1 (centres undefined),9%,1%,-2%

# Further records
SMILES,DT40 TDP1 no CPT,TDP1 cell CPT,KAT2A inh
CN1C(=O)Cc2cc(S(=O)(=O)NCCc3ccc(Cl)cc3)ccc21,?,?,-4%&-5%
CC1Cc2ccccc2N1C1=CC(=O)CCC1 (centres undefined),5.8µM*,7.3µM*,-13%
O=C(CN1C(=O)c2ccccc2C1=O)N1CCN(c2ccccc2)CC1,-22%,11%,3%
C(=N\n1cnnc1)/c1ccc(N2CCOCC2)s1,-1%,3%,-19%
Cc1ccccc1CNC(=O)C1CCC(=O)N(CC2CCCCC2)C1 (centres undefined),-26%,?,-4%
CCC(C)c1ccccc1NC(=O)Cc1coc2cc3c(cc12)CCC3 (centres undefined),18µM*,?,-11%
O=C(COc1ccccc1)Nc1nnc(-c2ccccc2)o1,-4%,3%,-5%
Cc1ccc(S(=O)(=O)c2nnn3c2nc(N2CCOCC2)c2ccccc23)cc1C,-7%,-27%,-10%
CCOC(=O)C1CCN(S(=O)(=O)c2ccc(Cl)cc2)CC1,16%,33%[activator],6%
COc1ccc(C(=O)NNC(=O)c2ccc(F)c(S(=O)(=O)N3CCOCC3)c2)cc1,-16%,-13%,-5%
O=C(/C=C/c1ccc([N+](=O)[O-])cc1)NCCc1ccccc1,?,?,-7%
Cn1c2[n+](c3ccc(Cl)cc3c1=O)Cc1ccccc1-2,-7%,-10%,-3%
COC(=O)C1CCN(C(=O)COC(=O)CC(NC(C)=O)c2ccccc2)CC1 (centres undefined),5%,1%,0%
CC(C)CN(C(=O)CN1CCN(c2cccc(Cl)c2)CC1)c1c(N)n(CC(C)C)c(=O)[nH]c1=O,-12%,-5%,-3%
C[C@@H]1CN([C@H](C)CO)C(=O)CCCn2cc(nn2)CO[C@H]1CN(C)S(=O)(=O)c1ccc2ccccc2c1,-26%,-17%,.
Cc1ccc(N(Cc2cc3ccccc3[nH]c2=O)S(C)(=O)=O)cc1,-29%,-27%,-1%
CN(CC(=O)O)S(=O)(=O)c1ccc(F)cc1,3%,-16%,2%
Cc1c(NC(=S)NC(NC(=O)CC(C)C)C(Cl)(Cl)Cl)c(=O)n(-c2ccccc2)n1C (centres undefined),2%,15%,-2%
Cc1ccc(C2C(=O)N(C3CCC(C)CC3)CC(=O)N2C2CC2)cc1 (centres undefined),-16%,3%,2%
COc1cc(CN(C(=O)COc2ccc(C)c(C)c2)c2ccccn2)cc(OC)c1OC,8.2µM*,7.3µM*,-15%
O=C(CSc1nnnn1-c1ccc2c(c1)OCCO2)N1CCN(C(=O)c2ccco2)CC1,?,-1%,7%
Cc1noc2ncnc(N3CCCCC3)c12,?,-25%,1%
Cc1nc2ccc(NC3=NCCCCC3)cc2s1,-21%,-3%,-6%
O=C(CCn1c(=O)oc2ccccc21)Nc1ccc2c(c1)OCCO2,-21%,-24%,-11%
Cc1cc(C)cc(NC(=O)CCc2c(C)nc3c4cccnc4nn3c2C)c1,18µM*,-26%,4%
O=C(c1cccs1)n1nc(-c2cccnc2)nc1NCc1ccco1,-24%,-21%,-7%
CC1(C)Oc2ccc(C(=O)N3CCc4ccccc43)cc2N(CC(=O)N2CCCC2)C1=O,-2%,-24%,-6%
CCN(CC)S(=O)(=O)c1cccc(-c2nnc(SC(C)C#N)n2Cc2ccccc2)c1 (centres undefined),18µM*,15µM*,-12%
CC(=O)N1N=C(c2ccco2)CC1c1ccco1 (centres undefined),?,4%,-4%
CC(=O)c1cc2c(cc1N(C(=O)c1ccco1)C(C(=O)NC1CCCC1)c1ccccc1F)OCO2 (centres undefined),-29%,-1%,2%
COc1ccc(C(=O)N2CCC3(CC2)NCCc2[nH]cnc23)cc1OC,-7%,-4%,-5%
O=C(Nc1cccnc1)c1ccc([N+](=O)[O-])o1,15µM*,9.2µM*,-12%
CN(C1CCCCC1)S(=O)(=O)c1ccc2c(c1)c(=O)c(C(=O)NCCN1CCCC1)cn2C,-21%,-18%,-2%
Cc1c(C(=O)N2CCc3ccccc3C2)oc2ccccc12,?,?,?
Cc1cccc(NC(=S)N(CCN(C)C)Cc2cc3cc(C)cc(C)c3[nH]c2=O)c1,?,?,3%
CN(CC1CCCN(CCc2ccc(Cl)cc2)C1)C(=O)c1ccco1 (centres undefined),?,?,.
CC[C@@]1(C(=O)OC)N[C@H](CN(C)C(=O)Nc2ccc(OC)cc2)[C@@H]2C(=O)N(C)C(=O)[C@@H]21,-5%,9%,1%
Cc1ccc(S(=O)(=O)CNC(=S)c2ccc3ccccc3c2)cc1,18µM*,?,-4%
O=C(COC(=O)/C=C/c1ccccc1)NCCc1ccc(F)cc1,-3%,-6%,0%
CC(C)=NOc1nc(N(C)C)nc(N(C)C)n1,-8%,1%,4%
COC(=O)c1ccc(Cn2cc(C(F)(F)F)ccc2=O)cc1,-26%,2%,-6%
N=c1sc2ccccc2n1-c1ccccc1,26µM*,?,1%
Cc1ccc(CNc2ncnc3c2nc2n3CCCC2)cc1,?,?,-11%
CN(C)c1ccc(NC(=S)N2CCN(c3ncc(C(F)(F)F)cc3Cl)CC2)cc1,?,-25%,3%
COc1ccc(-c2nnc(SCc3cccc(C)c3)n2N)cc1,1%,-5%,0%
CCCCC(=O)N(C)c1c(CC)nc2c(OCCC3CCCCC3)cccn12,16µM*,?,.
Nc1cc(SCc2ccc([N+](=O)[O-])cc2)ncn1,?,-17%,.
CC1(C(=O)NS(=O)(=O)c2ccc(Cl)cc2)CCN1C(=O)C1CC1 (centres undefined),0%,-20%,.
COc1cccc(/C=N/NC(=O)C[n+]2ccccc2)c1OC,-8%,-9%,-4%

# Reprinted at random: three entries already listed
SMILES,DT40 TDP1 no CPT,TDP1 cell CPT,KAT2A inh
N=c1sc2ccccc2n1-c1ccccc1,26µM*,?,1%
COc1ccc(-c2nnc(SCc3cccc(C)c3)n2N)cc1,1%,-5%,0%
COC(=O)c1ccc(Cn2cc(C(F)(F)F)ccc2=O)cc1,-26%,2%,-6%
